Screening results from PubChem.
D1 PAM – human D1 dopamine receptor positive modulation; HEK293 TREx D1 cells, calcium flux, dopamine EC20 potentiation; potentiation, % at 10 µM; 360,000 tested, 0.036% active; AID 504651; P21728; in the data active = potentiation above about 30%; also: 0% is about no effect
RXFP1 ag – activates the human relaxin receptor RXFP1. Q9HBX9. HEK293T-RXFP1 cAMP TR-FRET, 30 min; response scale: percent of porcine relaxin response, buffer zero. Potency, µM (top dose mostly 57.5 µM), without a hit: top-dose activation, actives largely listed as activators. 370,000 tested, 0.3% active. AID 2676; also: potency is read from the fitted curve at half-maximal effect; % is scaled to controls: 0 for no effect and ±100 for the full control effect; nearly all actives have a fitted effect of over 60% in size; many of its hits are not listed in these tables
Target sequence (Q9HBX9 whole entry, looked up): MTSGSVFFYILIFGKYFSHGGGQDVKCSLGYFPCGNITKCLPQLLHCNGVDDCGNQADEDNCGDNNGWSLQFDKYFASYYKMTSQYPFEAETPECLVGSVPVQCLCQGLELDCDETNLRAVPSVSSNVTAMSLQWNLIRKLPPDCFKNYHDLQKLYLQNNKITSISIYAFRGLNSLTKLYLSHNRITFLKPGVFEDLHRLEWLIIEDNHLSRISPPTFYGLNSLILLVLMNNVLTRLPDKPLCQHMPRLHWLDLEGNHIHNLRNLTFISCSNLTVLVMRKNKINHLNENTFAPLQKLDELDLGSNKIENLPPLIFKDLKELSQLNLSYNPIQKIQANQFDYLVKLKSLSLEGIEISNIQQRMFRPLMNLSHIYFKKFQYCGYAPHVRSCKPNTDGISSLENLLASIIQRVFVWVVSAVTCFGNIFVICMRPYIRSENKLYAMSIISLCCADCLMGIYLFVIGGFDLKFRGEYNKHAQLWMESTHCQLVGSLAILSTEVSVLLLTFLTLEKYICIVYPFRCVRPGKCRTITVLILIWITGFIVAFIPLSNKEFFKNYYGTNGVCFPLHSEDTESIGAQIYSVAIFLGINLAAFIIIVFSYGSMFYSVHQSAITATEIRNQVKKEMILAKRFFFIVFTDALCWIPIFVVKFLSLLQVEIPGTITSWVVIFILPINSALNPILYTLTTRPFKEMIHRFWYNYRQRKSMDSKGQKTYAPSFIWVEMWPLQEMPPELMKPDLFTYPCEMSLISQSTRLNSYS
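HEK293 cells stably expressing RXFP1, treated 30 min at 37C with compounds plus PDE4 inhibitor Ro 20174; cAMP measured by HTRF TR-FRET. Normalized to buffer and 29 nM porcine relaxin; EC50 by Hill fit.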
LDHA block – LDHA (human) enzyme inhibition | AID 1347041 | purified LDHA, NADH/diaphorase-resazurin fluorescence; active compounds read low | P00338 | 480,000 tested, 0.15% active | activity change, % (values are at about 110 or 230 µM); in the data active = activity change below about -30%;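 also: plate controls were DMSO wells for no effect and wells without enzyme for full effect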
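LDH5 2 nM; NADH 0.06 mM, pyruvate 0.2 mM; 200 mM Tris pH 7.4, EDTA, Tween-20; 5 min RT. Detection: diaphorase 0.133 mg/mL + resazurin 37 µM, fluorescence ex540/em590 at 0 and 20 min; normalized to enzyme-free and DMSO wells.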
Glioma ERSR ind – inducers of ER stress response in human glioma cells; U87-MG GRP78 promoter luciferase reporter, 16 h; Potency, µM, for inactives: at the top dose activation, actives largely listed as activators; 420,000 tested, 0.02% active; AID 602332; also: potency is read from the fitted curve at half-maximal effect; series mostly up to about 76 µM; % of control where 0% means no effect; nearly all actives have a fitted effect of over 35% in size
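ERSR induction read as luciferase luminescence (Bright-Glo, 10 min at room temperature) in stably transfected human U87-MG glioma cells exposed to compounds for 16 h, using GRP78 as sensor.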
D1 agonist – human D1 receptor agonism | P21728 | HEK293 T-REx D1 cells, calcium flux, agonist mode | activation, % at 2 µM | 360,000 tested, 1% active; in the data active = activation above about 30%; also: 0% is about no effect
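Tetracycline-induced HEK293 TREx D1 cells, force-coupled to calcium signalling, were dye-loaded with a no-wash calcium kit. Compound was pin-added after a 10 s baseline. Fluorescence was read kinetically at 1 cycle/s for 180 s, with calcium rises flagged as agonism.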
Vif-A3G inh – inhibitors of Vif-APOBEC3G interaction. Q9HC16. HeLa A3G-eYFP + Vif (tagged APOBEC3G with the HIV-1 protein that degrades it), YFP fluorescence, overnight. Potency, µM (highest dose often 46.1 µM), inactives show at the top dose activity, negative = active, most hits filed as inhibitors. 410,000 tested, 0.076% active. AID 602310;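 also: potency is read from the fitted curve at half-maximal effect; % is scaled to controls: 0 for no effect and ±100 for the full control effect; nearly all actives have a fitted effect of over 60% in size; hits raise eYFP signal because A3G escapes Vif-driven loss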
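Read-out is eYFP fluorescence (Ex 488/Em 500-530) from Vif-expressing HeLa A3G-eYFP cells; more signal means A3G escaped Vif-mediated degradation. Cells plated overnight, compound pinned in, incubated overnight at 37 deg C.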
Vif-A3F inh – blocks the Vif interaction with APOBEC3F | HeLa A3F-eYFP + Vif (tagged APOBEC3F with the HIV-1 protein that degrades it), YFP fluorescence increase | Potency, µM (series often up to 46.1 µM), without a hit: at the highest dose activity, negative = active | 390,000 tested, 0.2% active; also: potency is read from the fitted curve at half-maximal effect; % of control where 0% means no effect; nearly all actives have a fitted effect of over 65% in size
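HeLa cells stably expressing Vif plus C-terminally eYFP-tagged A3F were seeded, incubated overnight at 37 deg C, dosed with compound, incubated overnight again at 37 deg C. Yellow fluorescence (Ex 488/Em 500-530) reported blocked Vif-mediated A3F-eYFP degradation.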
D2 potentiator – D2 dopamine receptor (human) potentiation | AID 485347 | potentiation, % at 10 µM | P14416 | 340,000 tested, 0.34% active | HEK293 T-REx D2, calcium flux, EC20 dopamine potentiation;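 active = potentiation over 3 SD above the plate norm, cut at about 30% in these data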; also: 0% is about no effect
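Potentiation of an EC20 dopamine calcium response measured kinetically over 180 s, after a preceding 180 s compound-only read flagging agonists. Cells: inducible Hek293 Trex D2 line, 4000/well, cultured overnight at 30 C before dye loading.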
D1 antagonist – human D1 dopamine receptor antagonism | P21728 | HEK293 TREx D1 cells, calcium flux, dopamine EC80; active compounds read low | activity change, negative = inhibition, % at 10 µM | 360,000 tested, 3.2% active; in the data active = activity change below about -30%; also: % is scaled to controls: 0 for no effect and ±100 for the full control effect
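Inducible Hek293 Trex D1 cells (tetracycline, overnight, 30 C). Calcium dye 30–90 min RT. Antagonist mode: EC80 dopamine added after 180 s compound read.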
Active calls of the source: *. Unless noted, calls follow the shape of the dose curve; as a rule, active = well fitted curve in the direction sought with a large enough effect; inconclusive = small, poorly fitted or top-dose-only effect, or another doubt; inactive = no such curve, though single readings can be large; an effect the other way counts as inactive or inconclusive. An excerpt, so the mix of outcomes need not match the whole.

Sample of the layout:
CC(C)CC(=O)Nc1ccc2nc(SCC(=O)N3CCOCC3)sc2c1 was read as D1 PAM 0, RXFP1 ag 0.7%, LDHA block -4, Glioma ERSR ind -1%, D1 agonist 2, Vif-A3G inh 1%, Vif-A3F inh 3%, D2 potentiator 19 and D1 antagonist -6.
For COc1cccc(NC(=S)N2CCN(C/C=C/c3ccccc3)CC2)c1 the results were D1 PAM 0, RXFP1 ag 3.1%, LDHA block 7, Glioma ERSR ind 0%, D1 agonist 2, Vif-A3G inh 1%, Vif-A3F inh 12%, D2 potentiator -18 and D1 antagonist -11.

Main list, from the first entry:
CC(C)CC(=O)Nc1ccc2nc(SCC(=O)N3CCOCC3)sc2c1 was read as D1 PAM 0, RXFP1 ag 0.7%, LDHA block -4, Glioma ERSR ind -1%, D1 agonist 2, Vif-A3G inh 1%, Vif-A3F inh 3%, D2 potentiator 19 and D1 antagonist -6.
For COc1cccc(NC(=S)N2CCN(C/C=C/c3ccccc3)CC2)c1 the results were D1 PAM 0, RXFP1 ag 3.1%, LDHA block 7, Glioma ERSR ind 0%, D1 agonist 2, Vif-A3G inh 1%, Vif-A3F inh 12%, D2 potentiator -18 and D1 antagonist -11.
O=C(c1ccc(N2CCCCS2(=O)=O)cc1)N1CCN(c2ccccc2F)CC1 was read as D1 PAM 0, RXFP1 ag 0.7%, LDHA block -8, Glioma ERSR ind -3%, D1 agonist 1, Vif-A3G inh 3%, Vif-A3F inh -11%, D2 potentiator -2 and D1 antagonist -12.
Screening CCOC(=O)CSc1nnc2c3ccccc3n(CC)c2n1 returned D1 PAM -2, RXFP1 ag 7.9%, LDHA block -8, Glioma ERSR ind -2%, D1 agonist 7, Vif-A3G inh 9%, Vif-A3F inh -1%, D2 potentiator 9 and D1 antagonist 9.
`CCOc1ccc(CC(=O)Nc2c3c(nn2C(C)(C)C)CS(=O)(=O)C3)cc1` gave D1 PAM 3, RXFP1 ag 2.8%, LDHA block 8, Glioma ERSR ind -3%, D1 agonist 1, Vif-A3G inh -3%, Vif-A3F inh 5%, D2 potentiator 7 and D1 antagonist -6.
For Cc1cccc(NC(=O)c2ccc(CNS(=O)(=O)c3ccc4c(c3)C(C)(C)C(=O)N4C)cc2)c1 the results were D1 PAM -3, RXFP1 ag -0.3%, LDHA block -5, Glioma ERSR ind -5%, D1 agonist 0, Vif-A3G inh 3%, Vif-A3F inh 0%, D2 potentiator 1 and D1 antagonist -2.
CCCCCn1c(CNC(=O)c2ccc(F)cc2)nc2ccccc21 was read as D1 PAM -1, RXFP1 ag 0.6%, LDHA block 0, Glioma ERSR ind -2%, D1 agonist 6, Vif-A3G inh -3%, Vif-A3F inh 3%, D2 potentiator -19 and D1 antagonist -2.
Screening CCOc1ccc2nc(NC(=O)CSc3nc4cccnc4n3C)sc2c1 returned D1 PAM -7, RXFP1 ag 3.3%, LDHA block -2, Glioma ERSR ind -5%, D1 agonist 4, Vif-A3G inh 0%, Vif-A3F inh 3% and D1 antagonist -13.
For Cc1ccc(S(=O)(=O)N/N=C/c2cnn(C)c2C)cc1 the results were D1 PAM 1, RXFP1 ag -0.1%, LDHA block 1, Glioma ERSR ind -1%, D1 agonist 6, Vif-A3G inh -11%, Vif-A3F inh -2%, D2 potentiator -12 and D1 antagonist 6.
For O=C(N/N=C/c1ccncc1)c1cc(-c2ccc(Br)s2)[nH]n1 the results were D1 PAM -9, RXFP1 ag -3.7%, LDHA block -5, Glioma ERSR ind 2%, D1 agonist 1, Vif-A3G inh -6%, Vif-A3F inh -2%, D2 potentiator -11 and D1 antagonist -15.
Screening O=C(N/N=C/c1ccccc1)C(O)c1ccccc1 (centres undefined) returned D1 PAM -2, RXFP1 ag -0.2%, LDHA block -3, Glioma ERSR ind 0%, D1 agonist 1, Vif-A3G inh -5%, Vif-A3F inh -2%, D2 potentiator 0 and D1 antagonist 3.
`O=C(c1cccc(Cl)c1)N1CCN(c2ncnc3c2cnn3-c2ccccc2)CC1` gave D1 PAM -4, RXFP1 ag 0.3%, LDHA block -13, Glioma ERSR ind -2%, D1 agonist 5, Vif-A3G inh -1%, Vif-A3F inh 10% and D1 antagonist 2.
Screening Cc1ccc(CNC(=O)Cn2c(=O)ccc3cc(S(=O)(=O)N4CCC(C)CC4)ccc32)cc1 returned D1 PAM 0, RXFP1 ag 0.4%, LDHA block -6, Glioma ERSR ind 3%, D1 agonist 1, Vif-A3G inh -2%, Vif-A3F inh 0%, D2 potentiator 1 and D1 antagonist -12.
Screening O=C(O)CSc1nc2ccccc2n1C1CCCCC1 returned D1 PAM 0, RXFP1 ag -1.0%, LDHA block -3, Glioma ERSR ind -2%, D1 agonist 11, Vif-A3G inh -1%, Vif-A3F inh -26%, D2 potentiator -7 and D1 antagonist -4.
`CC(OC(=O)c1ccc(NC(N)=O)cc1)C(=O)Nc1ccc2c(c1)OCCO2` (centres undefined) gave LDHA block -8, Glioma ERSR ind -4%, Vif-A3G inh -2% and Vif-A3F inh 0%.
For C#CCOn1c(-n2nc(C)cc2C)nc2ccccc2c1=O the results were D1 PAM -4, RXFP1 ag 1.5%, LDHA block -8, Glioma ERSR ind 1%, D1 agonist 3, Vif-A3G inh 3%, Vif-A3F inh -28%, D2 potentiator 4 and D1 antagonist -13.
Screening COc1cccc(C2c3[nH]c4ccccc4c3CCN2Cc2cccn2-c2ncccn2)c1 (centres undefined) returned D1 PAM -4, RXFP1 ag -0.5%, LDHA block 1, Glioma ERSR ind -3%, D1 agonist 2, Vif-A3G inh -7%, Vif-A3F inh -5%, D2 potentiator -7 and D1 antagonist 20.
Cc1cccc(N2CC(C)Cn3c2nc2c3c(=O)n(CC(=O)O)c(=O)n2C)c1 (centres undefined) was read as D1 PAM 1, RXFP1 ag -0.4%, LDHA block -6, Glioma ERSR ind -1%, D1 agonist 0, Vif-A3G inh 4%, Vif-A3F inh 2%, D2 potentiator 14 and D1 antagonist 7.
Screening CCCC(NC(=O)CCc1c(C)c2cc3c4c(oc3c(C)c2oc1=O)CCCC4)C(=O)O (centres undefined) returned D1 PAM -2, RXFP1 ag 3.7%, LDHA block 0, Glioma ERSR ind -9%, D1 agonist 3, Vif-A3G inh -8%, Vif-A3F inh 0%, D2 potentiator -4 and D1 antagonist -6.
For CC(C)(C)CC(C)(C)Nc1c(-c2ccc(O)cc2)nc2cnccn12 the results were LDHA block 5, Glioma ERSR ind -3%, Vif-A3G inh 2% and Vif-A3F inh 0%.
O=C(c1ccco1)N1CCN(CCCCN2C(=O)c3ccccc3C2=O)CC1 was read as D1 PAM 0, RXFP1 ag 3.9%, LDHA block -5, Glioma ERSR ind -2%, D1 agonist 0, Vif-A3G inh 1%, Vif-A3F inh 1%, D2 potentiator -11 and D1 antagonist 9.
`O=C(CN1C(=O)c2ccccc2S1(=O)=O)Nc1ccc([N+](=O)[O-])cc1` gave LDHA block -7, Glioma ERSR ind -4%, Vif-A3G inh -2% and Vif-A3F inh 1%.
`CCCC12CN3CC(CCC)(CN(C1)C3c1ccc(OC(C)C)cc1)C2=O` (centres undefined) gave D1 PAM -1, RXFP1 ag 5.8%, LDHA block -10, Glioma ERSR ind -1%, D1 agonist -2, Vif-A3G inh 4%, Vif-A3F inh 0%, D2 potentiator -7 and D1 antagonist 2.
For CCN(CC)CCCNC(=O)C1c2ccccc2C(=O)N(C)C1c1ccc(OC)cc1 (centres undefined) the results were D1 PAM -4, RXFP1 ag 3.5%, LDHA block 1, Glioma ERSR ind -7%, D1 agonist 1, Vif-A3G inh -2%, Vif-A3F inh 0%, D2 potentiator 1 and D1 antagonist -9.
Screening COc1cc(NC(=O)CC2NCCNC2=O)cc(OC)c1 (centres undefined) returned D1 PAM 0, RXFP1 ag 2.3%, LDHA block -3, Glioma ERSR ind -1%, D1 agonist 3, Vif-A3G inh 0%, Vif-A3F inh -10%, D2 potentiator 8 and D1 antagonist 9.
For CC(CNS(=O)(=O)c1ccc(Cl)cc1)n1cncn1 (centres undefined) the results were D1 PAM -8, RXFP1 ag 2.3%, LDHA block -3, Glioma ERSR ind -6%, D1 agonist 1, Vif-A3G inh 1%, Vif-A3F inh -9% and D1 antagonist 26.
Screening COc1ccc2cc(-c3nnc(Nc4ccccc4)s3)c(=O)oc2c1 returned D1 PAM 0, RXFP1 ag 0.4%, LDHA block -1, Glioma ERSR ind -2%, D1 agonist 3, Vif-A3G inh -3%, Vif-A3F inh -4%, D2 potentiator -6 and D1 antagonist -13.
Screening COC(=O)Cn1nc(-c2ccccc2)c2cc(Cl)ccc21 returned D1 PAM 0, RXFP1 ag 0.0%, LDHA block -5, Glioma ERSR ind 0%, D1 agonist 3, Vif-A3G inh -1%, Vif-A3F inh -3%, D2 potentiator 5 and D1 antagonist 2.
`COc1ccc(OC)c(CNC(=O)C2CCCCN2S(=O)(=O)c2ccc(F)cc2)c1` (centres undefined) gave D1 PAM 4, RXFP1 ag 0.4%, LDHA block -2, Glioma ERSR ind -6%, D1 agonist 3, Vif-A3G inh 12%, Vif-A3F inh -1%, D2 potentiator -3 and D1 antagonist -18.
`O=C(Cn1ccc2ccccc2c1=O)NCCC(=O)N1CCN(c2ccccc2)CC1` gave D1 PAM 3, RXFP1 ag 0.4%, LDHA block -4, Glioma ERSR ind -5%, D1 agonist 2, Vif-A3G inh -2%, Vif-A3F inh 14%, D2 potentiator 4 and D1 antagonist -2.
For CC1Sc2ccc(S(=O)(=O)N3CCC(C(=O)Nc4ccc(Cl)cc4)CC3)cc2NC1=O (centres undefined) the results were D1 PAM -1, RXFP1 ag -0.3%, LDHA block -5, Glioma ERSR ind -4%, D1 agonist 4, Vif-A3G inh -4%, Vif-A3F inh 2%, D2 potentiator -18 and D1 antagonist -9.
Screening Cc1csc(CCc2nc(C)cs2)n1 returned D1 PAM -10, RXFP1 ag 3.2%, LDHA block -4, Glioma ERSR ind -8%, D1 agonist -1, Vif-A3G inh -2%, Vif-A3F inh 2%, D2 potentiator 5 and D1 antagonist -11.
